Peg3 prom inh: Peg3 promoter activity inhibition; HeLa PEG-Prom luciferase reporter, luminescence, overnight; inhibition, % at 20 µM; actives 1.7% (n = 360,000);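 active = inhibition of at least 50% at 20 µM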
TWEAK Fn14 block: TWEAK-Fn14 signaling inhibition; TWEAK-stimulated Fn14 reporter cells, luciferase luminescence, 8 h; inhibition, % at 10 µM; actives 2% (n = 360,000); in the data active = inhibition above about 50%
Shn3 inh set2: Schnurri-3 reporter inhibition in Clone20 osteoblasts; actives 0.52% (n = 360,000); inhibition, % at 12.5 µM; Clone20 osteoblast Shn3 3'UTR firefly luciferase, 24 h;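 active = mean inhibition of at least 75% with every replicate also reaching 75%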;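 also: 0% = median of neutral control wells and 100% = pilot-screen positive control compound; some compounds past the cut are filed as inactive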
TRPM1 prom inh: reduces MITF-dependent TRPM1 promoter luciferase signal | SK-MEL-5 TRPM1 promoter luciferase, 24 h | inhibition, % at 12.5 µM | actives 0.83% (n = 330,000) | AID 488899;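 active = mean inhibition across replicates of 60% or more, whatever share of single replicates reaches that level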; also: values of inactives mirror those of a sister screen read the other way
CF NFkB inh: cystic fibrosis NF-kB activation inhibition. actives 0.86% (n = 360,000). inhibition, % at 5 µM. KKLEB NF-kB-GFP reporter, PAF-induced, GFP fluorescence overnight;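 active = at least 50% inhibition at 5 µM, scaled per plate between neutral and stimulator controls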;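 also: PAF is a Pseudomonas aeruginosa culture filtrate used as stimulus; plate controls were PAF-stimulated DMSO wells for no effect and unstimulated DMSO wells for full effect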
KKLEB cytotox: reduces viability of KKLEB cystic fibrosis airway cells. actives 0.36% (n = 360,000). AID 602141. KKLEB CF airway cells viability, ATPlite luminescence, overnight; active compounds read low; cells stimulated with P. aeruginosa culture filtrate. activity change (cytotoxicity), % at 5 µM;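 active = corrected activity change at or below -50% at 5 µM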
NR2E3 ag-1: agonists of human NR2E3 nuclear receptor | CHO-S Gal4-NCOR/VP16-NR2E3 two-hybrid, luciferase | inhibition of corepressor binding, % at 3.98 µM | actives 0.35% (n = 360,000) | AID 602229;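 active = inhibition above the mean of all tested compounds plus 3 SD, cut at about 70% in these data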;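 also: 0% = DMSO with NR2E3 transfected cells and 100% = cells lacking NR2E3 construct; higher means lower luciferase signal from less NR2E3 corepressor binding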
Target sequence (Q9Y5X4 whole entry, looked up, the tested form may be a part): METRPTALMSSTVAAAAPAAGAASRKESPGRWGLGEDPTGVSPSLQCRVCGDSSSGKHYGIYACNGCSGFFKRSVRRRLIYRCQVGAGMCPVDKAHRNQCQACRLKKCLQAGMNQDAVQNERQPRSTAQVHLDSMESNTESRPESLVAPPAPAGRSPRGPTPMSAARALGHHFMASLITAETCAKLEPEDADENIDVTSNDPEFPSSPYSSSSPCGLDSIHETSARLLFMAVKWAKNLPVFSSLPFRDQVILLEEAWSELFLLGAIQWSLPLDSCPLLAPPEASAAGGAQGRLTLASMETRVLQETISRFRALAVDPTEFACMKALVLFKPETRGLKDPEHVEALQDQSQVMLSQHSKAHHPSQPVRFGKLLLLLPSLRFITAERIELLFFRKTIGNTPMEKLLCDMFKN
HIF-2a inh: inhibitors of HIF-2a. inhibition, % at 18.8 µM. 786-0 RCC cells HIF-2a reporter, luciferase luminescence, overnight. actives 0.72% (n = 360,000). AID 624352;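 active = inhibition of the luminescence signal of 40% or more relative to plate controls, in a single-dose primary screen at 18.75 µM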
TROY signal inh: blocks TROY-dependent signaling in reporter cells | actives 0.98% (n = 360,000) | inhibition, % at 10 µM | Q293 LMP1-TROYcd NF-kB luciferase reporter, 4 h;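 active = compounds whose plate-normalised and pattern-corrected inhibition of the luciferase reporter signal at the single screening dose is 50% or more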
NR2E3 ag-2: activates human photoreceptor nuclear receptor NR2E3; inhibition of corepressor binding, % at 4.78 µM; AID 2300; GST-NR2E3/biotin-RetCOR TR-FRET, 1536-well; actives 0.12% (n = 320,000); Q9Y5X4;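 active = percent inhibition above the cutoff of mean plus 3 SD of all tested compounds, set per screening campaign, cut at about 20% in these data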;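 also: 0% = DMSO wells and 100% = biotin wells as full block of FRET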
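System: GST-NR2E3 and biotin-RetCOR proteins; probe or stimulus: 7 nM biotin-RetCOR; doses: compound at 4.8 µM, single dose; schedule: Compound–protein incubation for 5 h at 4 °C; detection: time-resolved FRET; read-out: percent inhibition; controls: biotin wells as high control, 0.6% DMSO wells as low control; format: 1536-well plates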
TRAIL sens C8: caspase-8 TRAIL sensitization. NB7+C8 cells + TRAIL, ATPlite viability luminescence. inhibition (viability loss, TRAIL sensitization), % at 10 µM. actives 1% (n = 360,000);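 active = compounds causing at least 50% loss of cell viability in the single-dose screen, relative to plate controls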
Starred values were filed as active, the others as inactive; . = not tested or not shown; & = joins results of further samples. This is a subset; the hit share may differ from the screen's.

SMILES,Peg3 prom inh,TWEAK Fn14 block,Shn3 inh set2,TRPM1 prom inh,CF NFkB inh,KKLEB cytotox,NR2E3 ag-1,HIF-2a inh,TROY signal inh,NR2E3 ag-2,TRAIL sens C8
COc1ccc(NC(=O)c2sc(N3CCOCC3)nc2-c2ccccc2)c(OC)c1,20,-7,0,9,9,-7,-12,25,-10,2,-4
CN(C(=O)c1ccc(C#N)cc1)c1nnc(-c2cnccn2)s1,-12,5,0,-11,-24,12,-29,-29,3,1,-4
CC1CCN(c2nc3c(cc2C#N)COC(C)(C)C3)CC1,0,0,15,-4,-8,4,-2,-5,-6,2,-3
COc1cc(Cl)ccc1OCc1cc(C(=O)NCC(C)c2ccccc2)no1 (configuration not stated),-8,-20,-12,-5,-12,2,-11,-26,44,0,-7
CCC(COC)NCc1cn(-c2ccc(F)cc2F)nc1-c1ccccc1C (configuration not stated),5,-13,-41,14,3,-6,-1,1,3,1,-35
Cc1csc(SCC(=O)NC23CC4CC(CC(C4)C2)C3)n1,-4,1,11,-3,-4,-7,-58,-15,2,2,-11
N#C/C(=C\c1c(N2CCOCC2)nc2ccccn2c1=O)S(=O)(=O)c1ccccc1,12,19,11,0,8,-10,-12,0,-46,3,7
O=C(Nc1cccc2ncccc12)c1cc2ccccc2o1,-25,13,-4,13,-16,1,-6,-19,6,-3,11
NC(CO)C(=O)NNCc1ccc(O)c(O)c1O (configuration not stated),-4,0,18&1,-20,-7,-15,-23,-1,4,17,14
Cc1c(C(=O)N2CCOCC2)oc2ccccc12,-19,-6,-5,-4,4,-15,5,-6,-13,0,1
Cn1c(CNC(=O)c2ccc(Cl)cc2)nnc1SCC(=O)Nc1sc2c(c1C#N)CCCC2,-20,-10,-5,-7,-13,-13,-27,1,-1,0,-7
CCN(CC)CCn1c2c(c(SCC(=O)Nc3ccccc3Cl)nc1=O)CCCC2,-6,-7,5,15,12,-11,-11,6,9,-3,-23
COc1ccc(NC(=O)Nc2cccc3ccccc23)c(OC)c1,6,8,17,-5,7,-6,-2,-12,22,0,-7
FC(F)(F)c1cccc(N2CCC(N=CN3CCCCCC3)=N2)c1,-121,-36,-31,-35,22,-32,-35,-156,-30,-4,-2
CCOC(=O)c1cnc2ccc(C)cc2c1Sc1ccc(F)cc1,-29,27,-101,-24,26,-12,6,-84,-38,2,-3

Shown with values under each structure: 2 of the compounds above.
Value order – Peg3 prom inh | TWEAK Fn14 block | Shn3 inh set2 | TRPM1 prom inh | CF NFkB inh | KKLEB cytotox | NR2E3 ag-1 | HIF-2a inh | TROY signal inh | NR2E3 ag-2 | TRAIL sens C8
- CCC(COC)NCc1cn(-c2ccc(F)cc2F)nc1-c1ccccc1C (configuration not stated)
  5 | -13 | -41 | 14 | 3 | -6 | -1 | 1 | 3 | 1 | -35
- Cc1csc(SCC(=O)NC23CC4CC(CC(C4)C2)C3)n1
  -4 | 1 | 11 | -3 | -4 | -7 | -58 | -15 | 2 | 2 | -11

The listing continues:
SMILES,Peg3 prom inh,TWEAK Fn14 block,Shn3 inh set2,TRPM1 prom inh,CF NFkB inh,KKLEB cytotox,NR2E3 ag-1,HIF-2a inh,TROY signal inh,NR2E3 ag-2,TRAIL sens C8
COc1cccc(CNCc2cccc(Br)c2)c1OC,-11,0,-12,3,0,1,-7,-15,5,0,18
Cc1cccc(OCC(=O)N2CCC3(CC2)CC(=O)c2ccccc2O3)c1,3,-3,13,-8,-5,-2,-14,8,12,3,2
CCCCS(=O)(=O)Nc1ccc(Cc2ccncc2)cc1,22,-4,25,6,-14,-5,-7,-7,4,-1,12
Nc1ccc(S(=O)(=O)c2ccc(N)nc2)cc1,-9,24,7,.,2,10,18,9,-8,.,-3
CCS(=O)(=O)N1CCc2nc(-c3ccccc3)sc2C1,-251,19,-82,-111,-14,-9,-198,-233,-33,2,30
COc1cccc(/C=N/NC(=O)c2cccs2)c1,-255,-10,-10,-100,-10,2,-114,-326,-37,2,15
CC(=O)c1cn(-c2ccc(Cl)cc2)c(=O)n(Cc2ccc(F)cc2)c1=O,9,2,-18,2,8,-4,-10,6,4,3,3
CC(OC(=O)CCCC(=O)Nc1ccc(F)cc1)C(=O)c1ccccc1 (configuration not stated),-1,11,11,0,-8,-8,-57,19,3,-1,-11
CC(=O)c1ccc(NC(=O)Nc2ccc([N+](=O)[O-])cc2C)cc1,-26,-5,67,-22,-1,2,-12,-68,36,-3,14
COc1ccccc1NC(=O)C1CCC(CNc2c(N3CCCCC3)c(=O)c2=O)CC1 (configuration not stated),10,-3,2,9,5,14,7,20,9,5,0
Cc1ccccc1C(=O)NNC(=O)Cc1ccccc1,9,13,7,5,-4,20,-7,11,-5,2,16
CCCCn1c(N)c(N(CCC(C)C)C(=O)CSc2nnc(C)s2)c(=O)[nH]c1=O,6,-13,-9,2,-10,-9,-1,13,-11,-2,-17
Clc1ccc(-c2nnc(SCc3nc4ccccc4s3)o2)cc1,-166,-4,-118,-13,1,6,-25,-206,-23,2,-2
O=C(c1nnc(-c2ccncc2)o1)c1ccccc1Cl,12,3,-37,3,21,-10,-39,-3,5,4,-3
CC(=O)N1CCc2cc(S(=O)(=O)NCCCOC(C)C)ccc21,3,-6,20,17,4,8,4,3,-9,0,-1
O=[N+]([O-])c1ccc(NCc2ccc(Cl)cc2)nc1,-155,-9,.,-27,-8,10,-103,-303,-23,0,-16
O=C(NCCS(=O)(=O)c1ccc(Br)cc1)c1ccc(Cl)cc1,-4,4,-12,-1,-49,-10,-12,9,-3,-1,-13
Cc1ccc(NC2CCCN(C(=O)c3cc(C(C)C)[nH]n3)C2)cc1C (configuration not stated),-6,4,5,0,0,3,-31,0,-1,.,-14
Cc1cc(NCc2ccccn2)n2nc(C)c(-c3ccc(Cl)cc3)c2n1,46,-6,64,32,-1,-12,1,26,-13,-1,21
CC1(C)CC(=O)C=C(c2n[nH]nc2C2CC2)C1,-10,-11,8,.,-23,15,-5,-12,-10,.,19
CCOc1ccccc1C(=O)NCC(=O)OCC(=O)c1ccc2c(c1)OCCO2,8,4,2,5,0,8,-21,-1,-24,5,2
COc1ccc(CC(NC(C)=O)C(=O)NC2CCN(C(=O)NCc3ccccc3)CC2)cc1OC (configuration not stated),-4,11,1,-10,7,5,6,14,-3,-1,-17
CCc1nc2c(OCCOC)cccn2c1N(C)C(=O)c1ccc(C)cc1,1,14,15,.,2,-2,-15,-1,4,.,-3
COCCNC(=O)CN1CCCCCC1,5,12,-13,-8,2,-9,-9,2,-12,4,1
Cc1ccc(P(=O)(c2ccc(C)cc2)[C@@H](NC(c2ccccc2)c2ccccc2)c2ccccc2)cc1,.,20,.,.,.,.,9,-38,27,.,30
CC(C)(C)NC(=O)CSCc1ccc(Br)cc1,-17,2,-1,-6,-19,-3,7,-19,3,4,-18
Cc1nn(CC#N)c(=O)n1-c1cccc(F)c1,-1,7,13,-11,12,-3,-12,6,4,2,25
Cc1ccc(S(=O)(=O)NC(=O)C2(C)CCN2C(=O)Cc2cc(F)ccc2F)nc1 (configuration not stated),5,16,-11,.,19,-6,-14,5,2,.,-5
Cc1ccc(S(=O)(=O)Nc2cccc(C(=O)NCC(c3ccco3)N3CCCCC3)c2)cc1F (configuration not stated),11,9,23,-6,3,-11,-8,-1,-2,0,17
COc1ccc(C(=O)COC(=O)c2ccc(NC(C)=O)cc2)cc1[N+](=O)[O-],8,-3,-3,-5,-8,-2,-18,3,5,-1,-7
Cn1nc([N+](=O)[O-])c(C(C#N)c2nc3ccccc3n2C)c(Cl)c1=O (configuration not stated),13,-2,10,2,-69,-2,-20,18,10,0,0
CSc1nnc(-c2sccc2-n2cccc2)o1,-12,25,12,3,1,1,-29,9,11,0,-1
O=c1[nH]ncc(N/N=C\c2ccc(O)cc2O)c1Cl,-15,-20,11,-6,-24,-9,5,14,-2,-5,11
Cc1nonc1NCn1nnc2ccccc21,0,17,-8,4,2,-4,6,4,3,-1,4
CC(=O)OCC(=O)C1(O)CCC2C3CCC4C(OC(C)=O)C(=O)CCC4(C)C3C(=O)CC21C (configuration not stated),11,-6,5,-1,-9,-5,-12,7,10,.,-10
CCN(CC)CCCNC(=O)c1cn(CC(C)C)c(=O)c2c1c1ccccc1n2C,3,5,2,-7,8,-2,7,14,-1,-3,-12
COc1cc(/C=C(\C#N)c2ccccn2)ccc1OCc1ccccc1Cl,-108,20,10,-10,10,-4,-64,-92,-10,-3,-5
Cc1ccc(/C(N)=N/OC(=O)CCc2ccccc2)cc1,-169,-41,-38,-48,17,8,-49,-296,-45,2,9
COc1ccc(-c2c(C(F)(F)F)oc3cc(OCC(=O)Nc4ccccc4C(F)(F)F)ccc3c2=O)cc1OC,24,1,47,19,13,-22,-29,12,20,2,23
COc1ccc(N2CCN(c3nc(Cl)nc(N4CCOCC4)n3)CC2)cc1,4,20,0,-9,3,-5,18,-8,.,-2,13
Cc1cc(C(=O)OCC(=O)NCc2ccco2)c(C)o1,-13,-2,-10,7,2,-3,9,-14,-7,-2,-11
Cc1ccc(NC(=O)CN(C)C(=O)CSc2n[nH]c(N)n2)cc1,10,4,-40,-9,-1,10,6,-2,-3,1,-7
CCOC(=O)C1CCCN(S(=O)(=O)c2cccc3cccnc23)C1 (configuration not stated),9,4,8,12,0,8,-20,11,5,0,9
